SKKanGAS inh: SKKanGAS growth inhibition; inhibition, % at 7.5 µM; 1.3% of 300,000 active; S. pyogenes SKKanGAS, kanamycin growth, BacTiter-Glo, 6 h;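 active = mean replicate score, as percent of positive control median, at least 50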;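 also: strain carries kanamycin resistance gene driven by streptokinase promoter and grows in 40 µg/ml kanamycin; loss of luminescence reflects streptokinase promoter inhibition or plain growth inhibition; 0% = median of DMSO wells and 100% = positive control at its reference dose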
TRPC6 act: activators of mouse TRPC6 channel | B-score at 10 µM | 0.13% of 310,000 active | HEK293-TRPC6 membrane potential dye fluorescence; active compounds read high;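 active = B-score of the integrated fluorescence ratio above library mean plus 3 SD, and starting fluorescence ratio within library mean plus 5 SD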;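 also: higher score means more depolarization so channel activation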
TRPC4 inh: blocks the mouse TRPC4 cation channel. Q9QUQ5. HEK293 TRPC4beta/mu-opioid, DAMGO-evoked Fluo4 calcium flux; active compounds read low. B-score at 10 µM. 0.39% of 300,000 active;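 active = B-score over 3 SD under the library average, no early fluorescence shift, positive overall ratio signal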
Target sequence (Q9QUQ5 whole entry, looked up): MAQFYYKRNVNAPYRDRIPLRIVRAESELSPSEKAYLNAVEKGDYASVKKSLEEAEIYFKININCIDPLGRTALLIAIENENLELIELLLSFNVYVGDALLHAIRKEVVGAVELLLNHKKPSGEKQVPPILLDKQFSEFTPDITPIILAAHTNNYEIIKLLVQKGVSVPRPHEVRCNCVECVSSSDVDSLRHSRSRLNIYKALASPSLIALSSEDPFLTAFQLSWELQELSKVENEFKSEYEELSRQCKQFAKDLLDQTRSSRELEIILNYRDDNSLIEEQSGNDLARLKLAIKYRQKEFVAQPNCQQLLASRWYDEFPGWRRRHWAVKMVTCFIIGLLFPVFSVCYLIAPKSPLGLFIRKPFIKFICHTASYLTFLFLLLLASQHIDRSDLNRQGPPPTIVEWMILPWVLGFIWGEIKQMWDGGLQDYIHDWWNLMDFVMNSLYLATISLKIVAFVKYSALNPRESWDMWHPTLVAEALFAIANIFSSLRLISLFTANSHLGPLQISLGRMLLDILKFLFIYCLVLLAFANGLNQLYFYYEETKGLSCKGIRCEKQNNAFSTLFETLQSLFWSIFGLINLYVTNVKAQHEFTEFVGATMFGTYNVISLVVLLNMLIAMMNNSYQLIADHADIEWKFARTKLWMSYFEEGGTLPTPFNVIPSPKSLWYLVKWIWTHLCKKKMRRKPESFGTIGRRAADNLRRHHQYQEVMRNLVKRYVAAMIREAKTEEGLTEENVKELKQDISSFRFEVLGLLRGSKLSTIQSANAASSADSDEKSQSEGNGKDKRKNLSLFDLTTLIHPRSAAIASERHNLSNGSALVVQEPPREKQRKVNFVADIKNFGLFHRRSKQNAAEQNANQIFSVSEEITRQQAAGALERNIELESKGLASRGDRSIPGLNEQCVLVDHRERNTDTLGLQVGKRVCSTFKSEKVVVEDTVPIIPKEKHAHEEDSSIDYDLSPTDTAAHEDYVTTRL
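Assay system: HEK293 cells with stable TRPC4beta plus mu-opioid receptor expression. Dosing: single dose. Measured by: Fluo4 Ca2+ flux fluorescence. Also added: DAMGO in two steps, submaximal then maximal. Read-out: B score from integrated Fluo4 fluorescence ratio.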
TRPC6 inhibitor: blocks the mouse TRPC6 cation channel; Q61143; HEK293-TRPC6, membrane potential dye, ACh-evoked depolarization; active compounds read low; B-score at 10 µM; 1.1% of 310,000 active; AID 2553;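 active = B-score under library mean minus 3 SD, initial fluorescence not abnormally high, positive integrated signal ratio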;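 also: B-score derived from integrated fluorescence ratio over the kinetic read; more negative B-score means stronger inhibition of depolarization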
TMEM16A act: mouse TMEM16A channel activation, primary screen. Q8BHY3. HEK293 TMEM16A/YFP-H148Q/I152L, iodide quench fluorescence; active compounds read low. B-score at 10 µM. 0.3% of 340,000 active;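 active = fluorescence-ratio B-score plate-corrected deviation score at least 3 library SD below zero, with starting fluorescence score within 5 deviations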;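 also: channel opened by trigger with iodide after compound preincubation; score built on the fluorescence ratio of max minus min over baseline; more negative score means more quench and so TMEM16A activation or potentiation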
TRPC4 act: opens the mouse TRPC4 cation channel; Q9QUQ5; HEK293 TRPC4beta/mu-opioid, Fluo4 calcium fluorescence; active compounds read high; B-score at 10 µM; 0.49% of 310,000 active; AID 2237;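 active = B-score above 5 SD of library B-scores, and initial fluorescence ratio not above library mean plus 5 SD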;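 also: positive B-score marks a calcium rise read as TRPC4 activation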
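Assay system: HEK293 stable line with TRPC4beta plus mu-opioid receptor; schedule: 45 min room-temperature Fluo4 loading, 110 s read; technique: kinetic Fluo4 calcium fluorescence; evaluation: integrated baseline-normalised fluorescence ratio, converted to per-well B score; controls: buffer (low) and maximal DAMGO (high)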
TRPC4 PAM: allosteric potentiators of mouse TRPC4 channel. B-score at 10 µM. Q9QUQ5. HEK293 TRPC4beta/mu-opioid, DAMGO EC20, Fluo-4 Ca2+ flux; active compounds read high. 0.42% of 310,000 active;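 active = B-score of calcium response area above 5 SD of library B-scores, with initial fluorescence ratio within 5 SD of library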;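 also: B-score of integrated fluorescence ratio over time as area under calcium response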
ANO1 block: mouse TMEM16A channel inhibition, primary screen | Q8BHY3 | HEK293 TMEM16A/YFP iodide influx fluorescence, ionomycin | normalized B-score (activity score, 25-100; higher = stronger inhibition) at 10 µM | 1.2% of 310,000 active | AID 588511;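 active = ratio plate-corrected score three or more library SD toward inhibition, starting fluorescence score within five deviations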;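 also: score derived from kinetic fluorescence span divided by baseline fluorescence per well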
MrgX1 antagonist: human MrgX1 receptor antagonism, primary screen; Q96LB2; MRGX1-HEK293 calcium flux, Fluo-4, BAM8-22 antagonism; active compounds read low; B-score at 10 µM; 1.3% of 310,000 active; AID 588676;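 active = calcium-response B-score plate-corrected more than 3 library SD below zero, starting fluorescence within 5 deviations, no agonist response on first addition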;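 also: peak minus trough fluorescence over baseline after final BAM8-22 challenge near maximal dose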
MrgX1 PAM: allosterically activates human MrgX1 receptor signaling. Q96LB2. MrgX1-HEK293, Fluo-4 calcium flux, FDSS; active compounds read high. B-score at 10 µM. 0.63% of 310,000 active;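 active = plate-corrected calcium response at least 3 library SD above typical, normal starting fluorescence, not activating the receptor alone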;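 also: compound read alongside a low EC10 to EC30 dose of BAM8-22 agonist; peak minus trough fluorescence over baseline measured at the second addition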
MrgX1 agonist: activates human MrgX1 receptor signaling | MrgX1-HEK293 cells, Fluo-4 calcium fluorescence, agonist mode; active compounds read high | Q96LB2 | B-score at 10 µM | 0.44% of 310,000 active;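 active = calcium response B-score plate-corrected fluorescence ratio at least 3 library SD, with starting fluorescence B-score inside 5 SD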
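Test system: HEK293 cells stably expressing human MrgX1 receptor; Input: fifteen thousand cells per well; Dosing: compound delivered in addition one of three; Schedule: overnight seeding, then 1 h dark dye loading; Technique: Fluo-4 NW calcium fluorescence; Measure: B-scored fluorescence response ratio; Controls: positive and negative controls per plate.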
An asterisk follows results filed as active; i = inactive; . = not tested or not shown. Hits appear at their usual frequency; any-hit rate near 6.7%.

canonical_smiles	TRPC4 inh	TRPC6 inhibitor	MrgX1 agonist	TRPC4 PAM	TMEM16A act	MrgX1 antagonist	ANO1 block	SKKanGAS inh	TRPC6 act	TRPC4 act	MrgX1 PAM
CCN1C(=O)[C@@H]2[C@@H](c3ccc(-c4ccc(Cl)c(Cl)c4)c(OC)c3)N3CCC[C@@]3(C(=O)OC)[C@@H]2C1=O	.	.	i	.	i	i	i	.	.	.	i
O=C(Nc1ccc(CN2CCOCC2)cc1)c1ccc(-c2cccc(Cl)c2)o1	i	i	i	i	i	i	i	0.7	i	i	i
CCC(C)NC(=O)CCn1c(-c2ccccc2)cc(C(C)=O)c1C (stereo not given)	i	i	i	i	i	i	i	-1.9	i	i	i
CCCNC(=O)Cn1cnc2sc(C(=O)Nc3cc(OC)c(OC)c(OC)c3)c(C)c2c1=O	i	i	i	i	i	i	i	5.1	i	i	i
CC(=O)/C=C1\SC(CC(=O)O)C(=O)N1c1ccccc1 (stereo not given)	i	i	i	i	i	i	i	-0.9	i	i	i
COc1ccc(/C=N\NC(=O)CCc2c(C)n[nH]c2C)c(OC)c1OC	i	i	i	i	i	i	i	1.3	i	i	i
O=C(COC(=O)c1cccnc1Nc1ccccc1F)NC1CC1	i	i	i	i	i	i	i	-0.4	i	i	i
COc1ccc(S(=O)(=O)N(C)CC(=O)Nc2ccc3c(c2)OCCO3)cc1	i	i	i	i	i	i	i	14.7	i	i	i
Cc1cc(C)nc(SCc2nnc(SCC(=O)Nc3ccc(Cl)c(C(F)(F)F)c3)o2)n1	i	i	i	i	i	i	100*	1.5	i	i	i
NNC(=O)CNC(=O)c1cccc(Br)c1	i	i	i	i	i	i	i	1.8	i	i	6.51*
NC(=O)COC(=O)c1cc([N+](=O)[O-])ccc1NCCO	i	i	i	i	i	i	i	-6.5	i	i	i
Cc1c(O)ccc(C(=O)CN2C(=O)c3ccccc3C2=O)c1O	i	i	i	i	i	i	i	3.9	i	i	i
COc1ccc(/C=C(\C#N)C(=O)ONC2=NCCCCC2)cc1	i	i	i	i	i	i	i	2.4	i	i	i
COc1cccc(NC(=O)CN(c2cccc(F)c2)S(C)(=O)=O)c1	i	i	i	i	i	i	i	-5.1	i	i	i
O=C(CCCN1C(=O)/C(=C/c2ccccc2)SC1=S)Nc1ccc(O)cc1	i	i	i	i	i	i	i	-5.6	i	i	i
COCCNC(=O)CSc1nccn1Cc1ccc2c(c1)OCO2	i	i	i	i	i	i	i	4.0	i	i	i
COc1cc2c(C(=O)O)c(C)n(CC(C)C)c2c2ccccc12	i	i	.	i	i	.	.	0.7	i	i	.
CCCc1ccc(S(=O)(=O)Nc2ccc(C)c(NS(C)(=O)=O)c2)cc1	i	i	i	i	i	i	i	3.4	i	i	i
COc1cccc(NC(=O)CCc2nc(-c3ccccc3F)no2)c1	i	i	i	i	i	i	i	-3.8	i	i	i
O=C(NCc1ccccc1Cl)c1ccc2c(c1)OCO2	i	i	i	i	i	i	i	1.1	i	i	i
Cc1ccccc1CN1CCC(C(=O)Nc2ccc(Oc3cccnc3)cc2)CC1	i	i	i	i	i	i	i	-1.6	i	i	i
O=C(COC(=O)c1cc2ccccc2cc1O)NC(=O)NCc1ccco1	i	i	i	i	i	i	i	15.3	i	i	i
CC1=C(C(=O)OCc2ccccc2)C(c2ccccc2OC(F)F)NC(=O)N1 (stereo not given)	i	i	i	i	i	i	i	-3.5	i	i	i
COc1ccc(OC)c(NCc2nnc(-c3ccccc3)o2)c1	i	i	i	i	i	i	i	1.4	i	i	i
COc1cnn(-c2ccc([N+](=O)[O-])cc2)c(=O)c1Cl	i	i	i	i	i	i	i	-8.2	i	i	i
COc1ccc(C(=O)NC(=S)Nc2ccc3c(c2)Cc2ccccc2-3)cc1	.	.	i	.	i	i	i	-2.8	.	.	i
CCN(CC)C(=O)C(Cc1ccccc1)N1C(=O)c2ccccc2C1=O (stereo not given)	i	i	i	i	i	i	i	-0.4	i	i	i
O=C(Oc1cccc2ccccc12)C1CC1	i	i	i	i	i	i	i	1.7	i	i	i
O=C(NC(Cc1c[nH]c2ccccc12)C(=O)O)/C(=C/c1ccc2c(c1)OCO2)NC(=O)c1ccccc1 (stereo not given)	i	i	.	i	i	.	.	-3.0	i	i	.
CCCn1c(NCc2cccc(OC)c2O)nc2ccccc21	i	i	i	i	i	i	i	-13.2	i	i	i
O=C(NNC(=O)c1cc2cc(OC(F)(F)F)ccc2[nH]1)c1cccc(C(F)(F)F)c1	i	i	i	i	i	i	i	-6.9	i	i	i
O=C(NC1CCCCC1)C(c1ccncc1)N(C(=O)c1csnn1)c1ccccc1 (stereo not given)	i	i	i	i	i	i	i	0.7	i	i	i
CCCCCN(C(=O)CCC(=O)OCCOc1ccccc1)c1c(N)n(CCCC)c(=O)[nH]c1=O	i	i	i	i	i	i	i	24.3	i	i	i
CC1CCCCC1NS(=O)(=O)c1ccc(S(=O)(=O)N2CCN(CCC#N)CC2)cc1 (stereo not given)	i	i	i	i	i	i	i	1.1	i	i	i
CCC(CC)=NNc1ccc(S(N)(=O)=O)cc1[N+](=O)[O-]	i	i	i	i	i	i	i	-4.0	i	i	i
CCOc1[nH]n(-c2ccccc2)c(=O)c1C=Nc1ccc(Cl)cc1	i	i	i	i	i	i	i	8.6	i	i	i
Cc1ccc(NNC(=O)c2ccno2)c(C)c1	i	i	i	i	i	i	i	-2.0	i	i	i
O=C1C=C(c2cccc3c2oc2ccccc23)CCC1	i	i	i	i	i	i	i	-8.7	i	i	i
Cc1cccc(NC(=O)Cn2c(C)c(C#N)c3ccccc32)c1C	i	i	i	i	i	i	i	-1.6	i	i	i
NS(=O)(=O)c1ccc(Nc2ccc([N+](=O)[O-])c3nonc23)cc1	i	i	i	i	i	i	i	13.7	i	i	i
O=C1/C(=C/c2ccc3c(c2)OCO3)Oc2cc(OCC(=O)N3CCC[C@H]3C(=O)O)ccc21	i	i	i	i	i	i	i	1.7	i	i	i
COc1ccc(CCNC(=S)Nc2cc(C)cc(C)c2)cc1	i	i	i	i	i	i	i	-0.1	i	i	i
O=C(CN1C(=O)CSc2ccc(S(=O)(=O)N3CCOCC3)cc21)NCc1cccnc1	i	i	i	i	i	i	i	0.4	i	i	i
O=C(CSc1ccccc1)Nc1ccncc1	i	i	i	i	i	i	i	-3.5	i	i	i
COc1ccc(-n2c(-c3ccc(Cl)cc3)c[n+]3c2CCc2ccccc2-3)cc1	i	-5.1*	i	i	i	i	i	-10.5	i	i	i
Cc1cc(OCC(=O)NCc2ccccn2)cc(C)c1Br	i	i	i	i	i	i	i	-2.3	i	i	i
COc1ccc2c(c1)CC/C(=C\Nc1ccc3c(c1)OCO3)C2=O	i	i	26.9*	i	i	i	25*	-5.1	i	i	i
O=C(NNc1ncc(C(F)(F)F)cc1Cl)c1c(Cl)cccc1Cl	i	i	i	i	i	i	i	-1.8	i	i	i
Cc1noc(C)c1CCC(=O)N1CCCC(CCC(=O)NCc2ccc(F)c(F)c2)C1 (stereo not given)	i	i	i	i	i	i	i	7.1	i	i	i
Cc1ccc(NC(=O)c2ccc(OC(F)F)cc2)cc1S(=O)(=O)N(C)C	i	i	i	i	i	i	i	-5.5	i	i	i

(further entries)
canonical_smiles	TRPC4 inh	TRPC6 inhibitor	MrgX1 agonist	TRPC4 PAM	TMEM16A act	MrgX1 antagonist	ANO1 block	SKKanGAS inh	TRPC6 act	TRPC4 act	MrgX1 PAM
O=C(Nc1nc2c(s1)CN(Cc1ccccc1)CC2)c1cccc(S(=O)(=O)N2CCc3ccccc32)c1	i	i	i	i	i	i	i	12.4	i	i	i
CN(Cc1ccccc1)C(=O)[C@H]1CCC(=O)N1Cc1ccco1	i	i	.	i	i	.	.	-1.2	i	i	.
CCSc1ccc([C@@H]2[C@@H]3C(=O)N(CC)C(=O)[C@@H]3[C@]3(C(=O)OC)CCCCN23)cc1OC	i	i	i	i	i	i	i	2.1	i	i	i
Cc1ccc(/C=C/C(=O)NCc2cccs2)o1	i	i	i	i	i	i	i	3.1	i	i	i
CC1=CS/C(=C(/C#N)C(=O)N2CCOCC2)N1c1ccccc1	i	i	i	i	i	i	i	-7.0	i	i	i
O=S(=O)(c1ccc(Sc2nnc3ccccn23)nc1)N1CCOCC1	i	i	i	i	i	i	i	0.2	i	i	i
O=P(CCO)(c1ccccc1)c1ccccc1	i	i	i	i	i	i	i	5.7	i	i	i
CC1CCN(CCCNC(=O)c2ccc(CS(=O)(=O)Cc3ccccc3F)o2)CC1	i	i	.	i	i	.	.	-2.0	i	i	.
CCOc1c(Br)cc(CNCc2cccs2)cc1OC	i	i	i	i	i	i	i	2.0	i	i	i
CCCn1c2c(c(=N)c3c1CCC3)CCCC2	i	i	i	i	i	i	i	-7.6	i	i	i
CN(C)C(=S)Nc1ccc(Cc2ccncc2)cc1	i	i	i	i	i	i	i	-12.7	i	i	i
COCCN1C(=O)N(c2cccc(C)c2)C(=O)C1CC(=O)Nc1ccc(OC)cc1 (stereo not given)	i	i	i	i	i	i	i	-2.1	i	i	i
Cc1cc(C)cc(NC(=S)N2CCC(NC(=O)C3CCCCC3)CC2)c1	i	i	i	i	i	i	i	-3.5	i	i	8.57*
O=[N+]([O-])c1ccc(/C=C/c2ccc3ccccc3n2)cc1	i	i	i	i	i	i	i	-14.9	i	i	i
Cc1nn(-c2ccccc2)c(N2CCCC2)c1/C=N/NC(=O)c1cc(-c2ccccc2)nc2ccccc12	i	i	i	i	i	i	i	19.7	i	i	i
Fc1ccc(CSc2nnc(-c3cccnc3)o2)cc1	i	i	i	i	i	i	i	23.0	i	i	i
COc1ccc(S(=O)(=O)NCc2ccccn2)cc1NC(=O)c1ccc(Cl)cc1	i	i	i	i	i	i	i	-6.1	i	i	i
CC1OC2(OC1C)C(=O)Nc1ccccc12 (stereo not given)	i	i	i	i	i	i	i	0.3	i	i	i
N/C(=N\OC(=O)c1cccc2ccccc12)c1ccncc1	i	i	i	i	i	i	i	-4.9	i	i	i

Screening results deposited in PubChem by several laboratories.
